DRD3 agonist: qHTS of D3 Dopamine Receptor Agonist: qHTS; D(3) dopamine receptor (Homo sapiens), P35462; max activation, %; hit rate 0.58% among 410,000; AID 652048, 2013; D3R DiscoveRx beta-arrestin cells, luminescence, 90 min; in the data active means max activation above about 30%; further: 0% is about no effect; mostly tested at two doses, the higher about 12 µM
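Cells at 1500/well, incubated overnight, then treated with pinned compounds (dopamine as control) for 90 min at 37 degrees C. DiscoveRx reagent added for 30 - 60 minutes at room temperature; luminescence read.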
PTHR1 ag: qHTS for PTHR1 Agonists: Primary Screen; Parathyroid hormone/parathyroid hormone-related peptide receptor (Homo sapiens), Q03431; HEK293 GP2 PTHR1 cells, GloSensor cAMP luminescence, 1 h; Potency, µM (doses to about 115 µM), for the others: top-dose activation, actives largely listed as activators; hit rate 0.075% among 410,000; further: potency means the concentration at half of the fitted maximal effect; nearly all actives have a fitted effect of over 55% in size; some results filed as inactive show a strong effect at the top dose; inactives centre near -15; many of its hits are not listed in these tables
Target sequence (Q03431 whole entry, looked up): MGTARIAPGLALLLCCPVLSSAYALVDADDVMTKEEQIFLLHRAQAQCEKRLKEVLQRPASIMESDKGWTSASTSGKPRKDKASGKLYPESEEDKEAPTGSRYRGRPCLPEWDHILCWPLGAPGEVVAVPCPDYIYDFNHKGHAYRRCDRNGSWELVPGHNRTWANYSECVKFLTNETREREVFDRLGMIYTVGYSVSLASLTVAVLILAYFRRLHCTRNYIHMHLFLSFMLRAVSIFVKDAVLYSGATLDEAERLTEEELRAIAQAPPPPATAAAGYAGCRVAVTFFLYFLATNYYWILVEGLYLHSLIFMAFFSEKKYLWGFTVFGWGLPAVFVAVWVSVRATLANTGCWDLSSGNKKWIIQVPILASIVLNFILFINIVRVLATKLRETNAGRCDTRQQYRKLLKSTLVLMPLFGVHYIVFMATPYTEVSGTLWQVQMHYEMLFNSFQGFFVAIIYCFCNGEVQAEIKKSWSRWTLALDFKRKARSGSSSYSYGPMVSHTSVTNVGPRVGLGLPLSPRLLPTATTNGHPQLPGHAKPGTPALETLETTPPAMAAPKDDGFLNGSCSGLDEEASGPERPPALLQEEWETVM
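HEK-293-derived GP2 cells expressing PTHR1 and a GloSensor cAMP reporter, 3,000/well, plated overnight, given luciferin plus IBMX (each 0.5 mM as added) for 1 h at 37 °C, then compound for 1 h at 37 °C. Luminescence was read after 15 min at room temperature.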
TDP43 rescue: qHTS of TDP-43 Inhibitors; Potency, µM (highest dose often 46.1 µM), for the others: at the highest dose growth rescue (activation), usual class: activators; hit rate 1.8% among 410,000; AID 652104, 2013; TDP-43 expressing yeast growth rescue, BacTiter-Glo, 24 h; further: potency means the concentration at half of the fitted maximal effect; % of control where 0% means no effect; nearly all actives have a fitted effect of over 50% in size
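Yeast expressing TDP-43 (pregrown in raffinose, seeded at OD600=0.02 in galactose medium) exposed to compounds 24 hr at 30 deg C. Growth read by BacTiter-Glo luminescence; rescue of toxicity appears as increased signal.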
GLP1R ag: qHTS of GLP-1 Receptor Agonists; Glucagon-like peptide 1 receptor (Homo sapiens), P43220; HEK293 GLP-1R CRE-luciferase, luminescence, 4-6 h; cells express a hypersensitive GLP-1R form; hit rate 0.007% among 380,000; Potency, µM (series often up to 45.6 µM), without a hit: top-dose activation, hits mostly activators; further: potency means the concentration at half of the fitted maximal effect; % of control where 0% means no effect
Target sequence (P43220 whole entry, looked up): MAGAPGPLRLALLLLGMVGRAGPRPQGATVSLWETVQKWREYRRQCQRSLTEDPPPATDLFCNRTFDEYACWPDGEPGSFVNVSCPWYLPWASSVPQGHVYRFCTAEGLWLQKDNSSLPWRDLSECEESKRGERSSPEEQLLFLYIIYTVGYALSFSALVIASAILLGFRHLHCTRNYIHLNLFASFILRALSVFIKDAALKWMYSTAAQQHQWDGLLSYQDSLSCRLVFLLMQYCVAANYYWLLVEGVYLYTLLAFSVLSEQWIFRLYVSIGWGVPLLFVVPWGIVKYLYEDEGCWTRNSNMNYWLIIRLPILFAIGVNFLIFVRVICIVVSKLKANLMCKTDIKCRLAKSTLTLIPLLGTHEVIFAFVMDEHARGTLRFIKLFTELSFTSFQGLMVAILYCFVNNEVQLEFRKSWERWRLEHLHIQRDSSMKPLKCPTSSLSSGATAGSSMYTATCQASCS
D3 antag: qHTS of D3 Dopamine Receptor Antagonist: qHTS | hit rate 2.5% among 360,000 | max response, negative = inhibition, % | AID 652054, 2013 | D(3) dopamine receptor (Homo sapiens), P35462 | D3R cells, DiscoveRx beta-arrestin luminescence, antagonist mode; stronger effect = lower value; in the data active means max response below about -50%; inconclusive means no clear call, values can overlap the other calls; further: on the % scale 0 is the no-effect control and ±100 the full control effect; mostly tested at two doses, the higher about 12 µM
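Cells expressing the human receptor were seeded at 1500 cells/well, incubated overnight at 37 degrees C in 5% CO2, then exposed to library compounds with dopamine controls for 90 minutes at 37 degrees C before luminescent detection.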
aSyn yeast inh: qHTS of alpha-syn Inhibitors | AID 652106, 2013 | hit rate 0.14% among 370,000 | Yeast expressing alpha-synuclein, growth rescue, BacTiter-Glo, 24 h | Potency, µM (highest dose often 46.1 µM), for the others: top-dose growth rescue (activation), actives largely listed as activators; further: potency means the concentration at half of the fitted maximal effect; % of control where 0% means no effect; nearly all actives have a fitted effect of over 65% in size
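Rescue of yeast growth: cells expressing toxic alpha-synuclein, induced in galactose at OD600 0.02, incubated with compound 24 h at 30 C. ATP luminescence quantified growth; inhibitors of toxicity appear as activators.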
KB-V1 cytotox: qHTS assay for MDR1-selective chemotherapeutics: Primary screen using the drug-selected MDR subline cells KB-V1; AID 1347076, 2019; Potency, µM (titrated, usually from 46.1 µM), inactives show at the highest dose activity change, negative = cytotoxicity, most hits filed as cytotoxic; hit rate 3.4% among 400,000; KB-V1 MDR cells viability, CellTiter-Glo, 72 h; further: potency means the concentration at half of the fitted maximal effect; on the % scale 0 is the no-effect control and ±100 the full control effect; nearly all actives have a fitted effect of over 60% in size
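KB-V1 MDR subline cells in DMEM (phenol-red free, 10% FBS) exposed to compounds in qHTS concentration series for 72 h at 37 degrees C. Viability read by CellTiter-Glo luminescence; concentration-effect curves fitted after normalization and correction.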
GLP1R inv ag: qHTS of GLP-1 Receptor Inverse Agonists (Inhibition Mode); Glucagon-like peptide 1 receptor (Homo sapiens), P43220; HEK293 GLP-1R CRE-luciferase, luminescence, 24 h; GLP-1R form is constitutively active; Potency, µM (titrated, usually from 38.3 µM), for inactives: top-dose activity change, negative = inhibition, actives largely listed as inhibitors; hit rate 1.6% among 410,000; further: potency means the concentration at half of the fitted maximal effect; on the % scale 0 is the no-effect control and ±100 the full control effect; nearly all actives have a fitted effect of over 55% in size
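Assay principle: reduced luminescence from a cAMP-responsive reporter in HEK293 cells co-expressing a constitutively active GLP-1R. Conditions: 24 hr compound incubation, 37 deg C, 5% CO2.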
GLP1R cytotox: qHTS of GLP-1 Receptor Inverse Agonists: Cytotox Screen; HEK293 cAMP-luciferase reporter cells, luminescence, 24 h; Potency, µM (top dose mostly 38.3 µM), without a hit: at the highest dose activity change, negative = inhibition, usual class: inhibitors; hit rate 0.13% among 410,000; AID 624418, 2012;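 further: loss of luciferase light is scored as toxicity; potency means the concentration at half of the fitted maximal effect; on the % scale 0 is the no-effect control and ±100 the full control effect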
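To flag toxic compounds, the library was rerun on cells for 24 hr at 37 deg C and 5% CO2. Viability-linked luminescence was captured 12 min after adding luciferase detection reagent.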
Numbers without * were called inactive; i = inactive; ? = inconclusive; nt = no result given; & = joins results of further samples; [ ] = remark or other dose. Unless noted, the call rests on the fitted dose curve; in most records, active means well fitted curve in the direction sought with a large enough effect; inconclusive means small, poorly fitted or top-dose-only effect, or another doubt; inactive means no such curve, though single readings can be large; an effect the other way counts as inactive or inconclusive. A portion of the library, so the mix of outcomes need not match the whole.

Preview:
1) CN1CCCC(C#CC(O)(c2ccccc2)c2ccccc2)C1 (stereo not drawn)
2) O=C(Nc1nnc(Cc2c[nH]c3ccccc23)s1)c1ccc(Cl)cc1Cl
3) COc1cccc(-c2nnc(NC(=O)C(C)C)o2)c1
4) Cc1ccc(N2CCN(C(=O)Nc3cn(CC(C)C)c(=O)c4ccccc34)CC2)c(C)c1
5) CCOc1ccc(Nc2nc(Cc3nnc(SCC(=O)NCc4ccco4)n3CC)cs2)cc1
6) Cc1cccc(-n2nnnc2SCC(=O)NCCN2C(=O)CSC2=O)c1

entry no.	1	2	3	4	5	6
DRD3 agonist	-12	-7	-1	-12	2	5
PTHR1 ag	i	i	43%	i	i	i
TDP43 rescue	-6%	3%	18%	29%	0%	22%
GLP1R ag	5%	-12%	0%	-3%	5%	-8%
D3 antag	-15	-11	-6	nt	20	-18
aSyn yeast inh	0%	-9%	0%	1%	8%	2%
KB-V1 cytotox	1%	-29%	-28%	-12%	-13%	10%
GLP1R inv ag	36%	?	-15%	2%	0%	-6%
GLP1R cytotox	25%	-16%	-24%	11%	?	2%

The listing (from the top)
1) CN1CCCC(C#CC(O)(c2ccccc2)c2ccccc2)C1 (stereo not drawn)
2) O=C(Nc1nnc(Cc2c[nH]c3ccccc23)s1)c1ccc(Cl)cc1Cl
3) COc1cccc(-c2nnc(NC(=O)C(C)C)o2)c1
4) Cc1ccc(N2CCN(C(=O)Nc3cn(CC(C)C)c(=O)c4ccccc34)CC2)c(C)c1
5) CCOc1ccc(Nc2nc(Cc3nnc(SCC(=O)NCc4ccco4)n3CC)cs2)cc1
6) Cc1cccc(-n2nnnc2SCC(=O)NCCN2C(=O)CSC2=O)c1

entry no.	1	2	3	4	5	6
DRD3 agonist	-12	-7	-1	-12	2	5
PTHR1 ag	i	i	43%	i	i	i
TDP43 rescue	-6%	3%	18%	29%	0%	22%
GLP1R ag	5%	-12%	0%	-3%	5%	-8%
D3 antag	-15	-11	-6	nt	20	-18
aSyn yeast inh	0%	-9%	0%	1%	8%	2%
KB-V1 cytotox	1%	-29%	-28%	-12%	-13%	10%
GLP1R inv ag	36%	?	-15%	2%	0%	-6%
GLP1R cytotox	25%	-16%	-24%	11%	?	2%

7) Cc1ccc(S(=O)(=O)/N=C(\N)Nc2nc(C)c3ccccc3n2)cc1
8) CCOC(=O)c1c(C)oc2nc(C)nc(N(CC(C)C)CC(C)C)c12
9) Cc1nnc(NC(=O)CSc2nccn2Cc2ccc(F)cc2)s1
10) Cc1ccc(C(=O)NC(C)c2ccc(-n3ccnc3)cc2)c(C)c1 (stereo not drawn)
11) Cc1[nH]c(=O)[nH]c(=O)c1S(=O)(=O)Nc1ccc(S(N)(=O)=O)cc1
12) COc1ccc(CC(=O)n2[nH]c(=O)cc(C)c2=O)cc1OC

entry no.	7	8	9	10	11	12
DRD3 agonist	4	-5	-10&-18	3	4	-14
PTHR1 ag	i	-9%	18%	-1%	-4%	-26%
TDP43 rescue	13%	?	0%&12%	4%	-5%	-6%
GLP1R ag	26%	nt	-7%&-1%	-2%	-3%	-1%
D3 antag	2	nt	4	5	22	-10
aSyn yeast inh	13%	nt	-9%&1%	2%	0%	7%
KB-V1 cytotox	9.2µM*	-15%	-1%&2%	-8%	-6%	7%
GLP1R inv ag	11%	1%	0%&0%	24%	12%	9%
GLP1R cytotox	-11%	19%	-3%&-1%	-7%	-3%	-22%

13) Cc1cc(C)c2nc(SCC(=O)N3CCCCC3)c(C#N)cc2c1
14) N#Cc1c(C(F)(F)F)cc(-c2cccs2)nc1SCC(=O)Nc1cccc(Cl)c1
15) O=C(Cn1nnc(-c2ccccc2F)n1)Nc1cccc2ncccc12
16) Cc1nnc(SCC(=O)NNC(=O)CC#N)[nH]c1=O
17) O=C(NCCC(=O)N1CCN(S(=O)(=O)c2ccc(F)cc2)CC1)Nc1ccccc1
18) Cn1cc([N+](=O)[O-])c(C(=O)N/N=C/c2ccncc2)n1

entry no.	13	14	15	16	17	18
DRD3 agonist	0	9	-4	2	2	-3
PTHR1 ag	i	i	-3%[57.5 µM]	i	?	i
TDP43 rescue	13%	30%	5%	?	-16%	0%
GLP1R ag	-4%	nt	-7%	-10%	5%	-4%
D3 antag	-9	nt	-9	8	-10	23
aSyn yeast inh	1%	nt	-6%	3%	-13%	3%
KB-V1 cytotox	0%	-4%	0%	-12%	0%	0%
GLP1R inv ag	5%	2%	4%	18%	3%	3%
GLP1R cytotox	-13%	44%[activator]	15%	5%	-10%	6%

19) O=C(N/C(=C/c1cccnc1)C(=O)N1CCOCC1)c1ccccc1
20) COc1cncc(-c2cnc3sc(NCCc4ccccn4)nn23)c1
21) CS(=O)(=O)c1ccc2nc(NC(=O)c3ccco3)sc2c1
22) COc1ccc(N2CCN(C(=O)c3cccc(S(=O)(=O)N4CCCc5ccccc54)c3)CC2)cc1
23) O=C1CSC2(C(=O)N(Cc3ccccc3F)c3ccccc32)N1c1cccc(C(F)(F)F)c1 (stereo not drawn)
24) CC(C(=O)NC1CCCC1)N(Cc1ccc2c(c1)OCO2)C(=O)c1snc(C(N)=O)c1N (stereo not drawn)

entry no.	19	20	21	22	23	24
DRD3 agonist	4	5	2	-2	-16	-4
PTHR1 ag	i	i	i	i	-21%	i
TDP43 rescue	-7%	16%	12%	3%	0%	0%
GLP1R ag	0%	-5%	-1%	11%	3%	0%
D3 antag	9	61	1	-5	nt	10
aSyn yeast inh	2%	-6%	-14%	3%	0%	0%
KB-V1 cytotox	2%	?	-22%	-22%	8.2µM*	-2%
GLP1R inv ag	-7%	?	?	?	?	-11%
GLP1R cytotox	-2%	-11%	-5%	-16%	5%	-25%

25) COc1ccc(-c2noc(CCC(N)=O)n2)cc1OC
26) COC(=O)NCC12CC3CC(C1)CC(CNC(=O)OC)(C3)C2
27) O=Cc1ccc2oc3nc4n(c(=O)c3c(=O)c2c1)CCCS4
28) O=C(NC(=O)c1cnccc1C(F)(F)F)Nc1ccccc1
29) Cc1nc([N+](=O)[O-])nn1C12CC3CC(CC(Br)(C3)C1)C2
30) COc1ccc(Cl)cc1NC(=O)CCc1ccccc1

entry no.	25	26	27	28	29	30
DRD3 agonist	-19	-2	3	3	-1	-4
PTHR1 ag	?	-2%[57.5 µM]	i	i	i	4%[57.5 µM]
TDP43 rescue	-3%	22%	5%	11%	-14%	8.9µM*
GLP1R ag	20%	4%	-12%	6%	2%	18%
D3 antag	-13	-21	9	5	-9	2
aSyn yeast inh	-3%	0%	0%	0%	-7%	1%
KB-V1 cytotox	-3%	7%	19%	9%	?	-29%
GLP1R inv ag	0%	0%	0%	1%	0%	?
GLP1R cytotox	2%	12%	-7%	7%	5%	28%

31) O=C(CC(=O)N/N=C\c1c(Cl)cccc1Cl)NCc1ccccc1
32) COc1ccc(Br)cc1CN(C)C(=O)c1ccncc1
33) COc1ccc(C2NC(=O)N(C)C3=C2C(=O)N(c2ccccc2)C3)cc1 (stereo not drawn)
34) COc1cc(C(=O)NCCNC(=O)C2CCCNC2=O)cc(OC)c1OC (stereo not drawn)
35) O=[N+]([O-])c1ccc(Oc2cccnc2)c([N+](=O)[O-])c1
36) O=C(Nc1cccc(F)c1)N1CCCCCC1

entry no.	31	32	33	34	35	36
DRD3 agonist	4	2	7	-5	0	3
PTHR1 ag	-5%	-3%	-18%	i	i	i
TDP43 rescue	5%	17%	8%	-6%	?	?
GLP1R ag	12%	14%	-3%	0%	-1%	-3%
D3 antag	3	3	nt	-3	-9	4
aSyn yeast inh	4%	0%	-4%	-10%	1%	1%
KB-V1 cytotox	3%	3%	-12%	2%	-15%	13%
GLP1R inv ag	-11%	11%	14%	-19%	-9%	14%
GLP1R cytotox	-11%	-11%	0%	?	-15%	4%

37) O=C(OCC1CCC=CO1)C1CCC=CO1 (stereo not drawn)
38) COc1ccccc1C1CCN(C(=O)c2cccs2)CC1
39) COc1ccc(/C(C)=N/NS(=O)(=O)c2ccccc2)c(OC)c1
40) CNC(=O)CN1C(=O)NC(c2ccccc2)(c2ccccc2)C1=O
41) COc1cccc(NC(=O)N2CCC(NC(=O)c3ccco3)CC2)c1
42) CN(C)c1ccc(NC(=O)CCn2c(=S)oc3ccccc32)cc1
43) CCOC(=O)c1c(NC(=O)CCC(=O)NCc2ccco2)sc2c1CCCC2
44) COc1cccc(N2C(=O)C3NN=C(C(=O)CN4C(=O)c5ccccc5C4=O)C3C2=O)c1 (stereo not drawn)

entry no.	37	38	39	40	41	42	43	44
DRD3 agonist	2	6	-7	-4	8	3	-1	11
PTHR1 ag	-15%	i	i	23%	i	-21%	-10%	i
TDP43 rescue	5%	13µM*	-8%	-30%	-5%	22%	6%	-9%
GLP1R ag	4%	1%	8%	-1%	9%	14%	5%	4%
D3 antag	10	3	-17	-8	-2	-7	1	1
aSyn yeast inh	0%	-3%	-5%	-1%	-5%	-2%	14%	3%
KB-V1 cytotox	?	-16%	6%	3%	15%	0%	0%	16%
GLP1R inv ag	0%	?	5%	-53%	8%	-13%	?	-20%
GLP1R cytotox	8%	3%	1%	-36%	-4%	1%	-3%	-6%

High-throughput results deposited in PubChem by National Center for Advancing Translational Sciences (NCATS).
